# PPARg SRC-3 ag: promotes SRC-3 coactivator recruitment by human PPARgamma. activation, % at 8 µM. biochemical PPARgamma/SRC-3 coactivator recruitment assay. 200,000 tested, 0.26% active; in the data active = activation above about 23%;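 note: 0% = DMSO and 100% = reference agonist; some compounds past the cut are filed as inactive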
# RAM inhibit: inhibitors of the yeast RAM network | S. cerevisiae dse1pr::URA3 reporter, 5-FOA growth OD615, 2 d; analog-sensitive cbk1-as2 kinase mutant strain | inhibition, % at 50 µM | 190,000 tested, 1.8% active | AID 868;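 active = inhibition above a set limit, 3 SD over mean compound inhibition, cut at about 8.4% in these data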;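 note: 0% = DMSO-only wells with no growth and 100% = 10 µM 1-NA-PP1 full growth; inhibition rescues growth on 5-FOA so higher OD means more RAM inhibition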
# Redox H2O2 prof: compounds producing H2O2 with reducing agent – biochemical, NIH compound library profiling, artefact control for MLSCN library redox annotation, primary screen | DTT-dependent redox cycling H2O2, phenol red/HRP absorbance; 100% = 100 µM peroxide control, 0% = buffer | activation, % at 10 µM | 200,000 tested, 0.03% active;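 active = activation of at least 50% relative to the plate's high and low controls in the primary single-dose screen; inactive = activation below 50%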;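 note: compound incubated with DTT at 0.8 mM final as the reducing agent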
# L major viab: reduces viability of Leishmania major promastigotes | inhibition, % at 10 µM | AID 1063 | 200,000 tested, 9% active | resazurin fluorescence viability; in the data active = inhibition above about 50%;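 note: promastigotes grown with compound for 44 hours at 28 °C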
# S1P3 antagonist: blocks the human S1P3 receptor; Q99500; CHO S1P3 NFAT-BLA reporter, FRET fluorescence, antagonist mode; inhibition, % at 4.98 µM; 170,000 tested, 0.27% active; AID 485;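 active = inhibition above the plate cutoff, the mean inhibition of test wells on that plate plus 3 SD, cut at about 28% in these data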;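 note: cells challenged with S1P at its EC80 of 0.8 µM; blue over green emission ratio from cleaved BLA substrate after 4 h stimulation; 0% = S1P-stimulated wells and 100% = unstimulated DMSO-only wells; some compounds past the cut are filed as inactive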
# Target sequence (Q99500 whole entry, looked up): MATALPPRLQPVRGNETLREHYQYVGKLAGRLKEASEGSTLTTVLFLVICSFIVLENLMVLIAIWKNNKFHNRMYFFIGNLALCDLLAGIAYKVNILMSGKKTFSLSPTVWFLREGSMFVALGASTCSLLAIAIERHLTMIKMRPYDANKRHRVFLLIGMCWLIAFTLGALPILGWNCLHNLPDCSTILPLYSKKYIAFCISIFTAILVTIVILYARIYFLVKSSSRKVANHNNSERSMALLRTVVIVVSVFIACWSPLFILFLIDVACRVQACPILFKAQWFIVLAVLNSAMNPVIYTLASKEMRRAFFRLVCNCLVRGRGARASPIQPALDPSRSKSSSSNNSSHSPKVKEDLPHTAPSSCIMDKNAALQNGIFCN
# bIAP inhibitor: intestinal alkaline phosphatase (bovine) inhibition; purified bovine IAP, CDP-star luminescence, 30 min; inhibition, % at 20 µM; 190,000 tested, under 10 active; AID 1019;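 active = over 50% inhibition of intestinal alkaline phosphatase at 20 µM in the single-dose screen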
#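 System: purified bovine intestinal alkaline phosphatase (IAP) enzyme; Input: IAP diluted 1/65,000,000 in the well; Measured by: CDP-star luminescence signal; Compound dosing: 20 µM single dose; Incubation: 30 min reaction at room temperature.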
# TR-FRET SRC-2 ct: flags TR-FRET format artefacts in PPARgamma SRC-2 recruitment agonist screen. TR-FRET artefact counter-screen; stronger effect = higher value. TR-FRET ratio at 8 µM. 200,000 tested, 0.4% active. AID 1049; in the data active = TR-FRET ratio above about 2000; note: inactives centre near 1500; reference of the scale not given here
# HMGR II inh: inhibitors of class II HMG-CoA reductase from Enterococcus faecalis; 190,000 tested, 0.41% active; AID 1066; purified E. faecalis HMGR, NADPH absorbance 340 nm kinetic; inhibition, % at 10 µM;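 active = inhibition above a set limit, the median over all tested compounds plus 3 SD, cut at about 9.5% in these data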;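 note: enzyme runs in reverse so mevalonate oxidation gives rising NADPH absorbance; 0% = complete reaction with DMSO and 100% = background rate lacking mevalonate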
# PPARg SRC1 recr: promotes SRC-1 coactivator recruitment by human PPARgamma | P37231 | PPARgamma-SRC-1 coactivator recruitment biochemical assay | activation, % at 8 µM | 200,000 tested, 0.41% active; in the data active = activation above about 19%;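 note: 0% = DMSO and 100% = reference agonist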
# ROMK primary: modulates human ROMK potassium channel activity | B-score at 10 µM | Tet-inducible ROMK, thallium flux fluorescence; actives lie on both sides | 130,000 tested, 2% active;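 active = signal ratio slope over the read window, or its plate-corrected B-score, at least 3 SD from the plate mean, either direction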;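 note: B-score of the F/F0 ratio slope over 7 to 12 s after thallium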
# Target sequence (P48048 whole entry, looked up): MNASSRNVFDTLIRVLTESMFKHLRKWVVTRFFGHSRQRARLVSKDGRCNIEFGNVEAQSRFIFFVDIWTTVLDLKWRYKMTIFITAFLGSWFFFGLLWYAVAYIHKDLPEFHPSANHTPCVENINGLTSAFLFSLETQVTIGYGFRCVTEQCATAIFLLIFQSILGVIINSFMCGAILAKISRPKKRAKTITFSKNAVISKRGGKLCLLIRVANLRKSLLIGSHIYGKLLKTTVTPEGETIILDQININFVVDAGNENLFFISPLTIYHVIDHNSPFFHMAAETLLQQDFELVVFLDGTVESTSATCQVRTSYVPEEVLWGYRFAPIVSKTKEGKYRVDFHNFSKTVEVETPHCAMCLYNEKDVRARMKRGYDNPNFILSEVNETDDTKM
# PPARg SRC-2 ag: PPARgamma-driven SRC-2 recruitment agonism | P37231 | PPARgamma LBD-SRC-2 recruitment, biochemical | activation, % at 8 µM | 200,000 tested, 0.34% active | AID 1032; in the data active = activation above about 22%;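 note: 0% = vehicle and 100% = reference agonist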
# An asterisk follows results filed as active; · = not tested or not shown; & = joins results of further samples. Not all compounds are listed (hit frequency here may not be typical).
SMILES,PPARg SRC-3 ag,RAM inhibit,Redox H2O2 prof,L major viab,S1P3 antagonist,bIAP inhibitor,TR-FRET SRC-2 ct,HMGR II inh,PPARg SRC1 recr,ROMK primary,PPARg SRC-2 ag
Cc1c2cnn(CC(=O)N3CCC4(CC3)OCCO4)c(=O)c2c(C)n1Cc1ccc(F)cc1,0,1.1,-0.5,-6,-17,1,1639,-4,-4,·,-8
O=C1CCCN1c1ccc(S(=O)(=O)O)cc1 (tested in a mixture with another compound),5,0.3,0.3,28,-6,5,1567,-2,1,·,-2
CC1(C)CC(n2[nH]c(=O)c3c2NC(=O)CSC3c2ccccc2)CCO1 (stereo unspecified),16,1.0,-0.5,-3,·,4,1605,0,6,1.2,11
O=C(N/N=C/c1c(O)n(-c2ccccc2)c(=O)[nH]c1=O)c1ccncc1,3,-0.3,-0.6,91*,-2,15,1625,-6,-8,-0.18,-1
CC(=O)N1N=C2C3CCN(CC3)C2C1c1ccc(F)cc1 (stereo unspecified),-3,-0.2,-0.2,-12,-14,-5,1527,5,-1,0.018,-1
O=C1/C(=C\c2ccc([N+](=O)[O-])cc2)N2CCC1CC2,0,0.8,-0.2,15,-5,-7,1693,-2,1,-2,-1
CN(C)c1nc(OCCNC(=O)COc2ccc(Cl)cc2Cl)nc(N2CCCCC2)n1,-5,1.4,-0.4,4,23,2,1306,-5,-2,·,6
CC(C)(C)N(NC(=O)c1ccccc1)C(=O)c1ccccc1,-7,-0.3,-1.1,-2,·,4,1573,-13,2,·,5
CCn1nc(/C=C/c2ccccc2)nc2c(=O)n(C)c(=O)nc1-2,6,-1.8,152*,101*,75*,15,1688,7,8,·,-1
COCCN1C(=O)NC(=O)/C(=C\c2ccc(F)cc2)C1=O,-4,0.2,-0.9,-6,-2,-14,1468,2,-4,1.3,1
COc1ccc2c(c1OC)C(=O)OC2c1c(O)n(C2CCCCC2)c(=O)[nH]c1=O (stereo unspecified),-10,1.1,3.7,-6,·,4,1369,1,0,0.25,5
Fc1ccc2c(c1)nnn2C1CCN(Cc2nnnn2CCc2ccccc2)CC1,8,0.0,-0.2,4,12,-3,1665,-1,3,-0.072,2
O=C(Nc1cccc(OC(=O)N2CCCCC2)c1)N1CCOCC1,-4,-1.3,-0.4,1,-3,-13,1627,0,-3,-0.15,-5
CCN1C(=O)C(=Cc2cc(C)n(C3CC3)c2C)C(=O)N(CC)C1=S,1,3.9,0.1,-2,-6,-8,1539,-4,0,0.023,6
CN1CCC2(CC1)NC(=O)C1=C(CN(C)CC1)N2,6,0.3,0.8,1,-4,·,1542,0,0,1.9,-1
CCOc1cc(CNCCc2c[nH]c3ccccc23)cc(Cl)c1OCC,-3,1.3,0.0,4,-7,3,1610,0,-2,-1.2,7
Clc1cccc(C2NCCc3[nH]cnc32)c1 (stereo unspecified),4,1.3,-4.1,-4,·,1,1663,2,-3,·,2
N#Cc1ccccc1Cn1cc(C(=O)c2ccco2)c2ccccc21,11,1.9,-0.1,12,15,17,1471,3,9,·,6
CCN(CC)c1ccc(/C=C/[N+](=O)[O-])cc1,15,1.1,-0.5,69*,-10,23,1808,0,10,·,16
c1ccc(CCN2CCC(N3CCN(c4ccccc4)CC3)CC2)cc1,-2,1.3,-1.1,95*,9,-6,1461,-3,1,·,3
CCN(CC)C(=O)c1ccc(NC(=O)c2ccc(-c3nn(C)c(=O)c4ccccc34)cc2)cc1,1,7.2,0.9,1,2,-14,1522,-8,15,-0.009,2
CC(C)[N+](C)(CCC(C(N)=O)(c1ccccc1)c1ccccc1)C(C)C,0,·,·,·,1,-17,1498,5,-10,·,-1
Cc1ccccc1CN1CCN(c2ccc(Cl)cc2)CC1,-4,-0.3,-0.9,10,-7,-4,1480,0,-8,0.087,3
COc1ccc(Oc2cc(NC(=O)c3nn(C)cc3[N+](=O)[O-])cc([N+](=O)[O-])c2)cc1,5,2.7,0.1,11,·,21,1676,-3,3,0.11,4
CN(C)c1ccc(/C=C2\CC3C4CC=C5CC(O)CCC5(C)C4CCC3(C)C2=O)cc1 (stereo unspecified),3,2.0,-0.1,37,-4,6,1679,-7,-2,-0.28,8
CCOc1ccc(-n2c(CC)nc3ccccc3c2=O)cc1,-1,0.5,-2.5,-10,7,14,1556,-5,-6,·,-2
c1ccc(CC(NCc2ccco2)c2ccccc2)cc1 (stereo unspecified),7,0.7,-0.7,4,-8,1,1749,-5,6,-0.73,2
CCOP(=O)(OCC)C(O)c1ccc(OC)c(OC)c1 (stereo unspecified),1,2.1,0.2,-3,·,-1,1667,-2,-8,·,4
CC(=O)CC(=O)C1C(=O)N(C)C(=O)N(C)C1=O,3,0.8,-0.3,-2,-13,0,1485,11*,-1,0.93,5
O=C(C(=O)N1CCOCC1)c1cn(Cc2ccccc2Cl)c2ccccc12,2,5.9,-0.3,21,0,20,1588,1,10,-0.62,1
CCC(CO)Nc1ccc([N+](=O)[O-])c2cccnc12 (stereo unspecified),2,2.5,-7.0,10,·,46,1438,·,7,·,7
CCN(CC)c1ccc(N=Cc2c(O)n(Cc3ccccc3)c(=O)[nH]c2=O)cc1,5&2,3.2&2.4,-1.9&1.0,-3&-2,-4,4&0,1586&1670,-2&-3,4&5,-8.3*,4&-1
CCCCn1c(NC(=O)c2ccco2)c(C(=O)OCC)c2nc3ccccc3nc21,-1,4.0,81*,76*,-15,0,1612,5,-7,·,-1
COc1ccc(C(C)=O)cc1CC(C(=O)c1ccc(C)c(C)c1)N(C)C (stereo unspecified),0,-1.4,-0.2,6,-10,11,1475,-2,-5,·,2
CCc1ccc(C2=NN(CCC(=O)N3CCC4(CC3)OCCO4)C(=O)CC2)cc1,8,-0.7,1.5,5,-18,-10,1416,-5,3,·,3
CCN1CCN(Cc2cc(C(C)(C)C)c(O)c(C(C)(C)C)c2)CC1,8,0.1,0.6,14,·,-3,1649,-2,6,-0.68,8
CNC(=O)c1cccn(Cc2cc(C(F)(F)F)cc(C(F)(F)F)c2)c1=O,1,4.5,-2.0,-5,13,10,1628,-3,2,-0.41,2
Cc1cccc(-n2c(O)c(/C=C/C=Nc3ccccc3)c(=O)[nH]c2=O)c1,5,1.8,0.2,43,-4,-21,1622,0,1,0.061,4
O=C(N/N=C/c1c(O)n(CCc2ccc(F)cc2)c(=O)[nH]c1=O)c1ccncc1,-2,8.6*,-0.1,24,-19,-1,1505,-3,2,-0.055,-4
O=[N+]([O-])c1ccc(N2CCOCC2)c2cccnc12,1,1.0,-0.2,-10,11,2,1276,-4,-3,-1.1,-7
Cc1c(C=C2C(=O)NC(=O)NC2=O)c(=O)n(-c2ccccc2)n1C,3,0.9,-0.7,1,-21,-6,1660,-2,9,0.64,2
CN1CCCC(C(=O)c2ccc(Cl)cc2)C1 (stereo unspecified),2,-0.5,-0.3,45,-9,-20,1622,3,-8,0.58,2
O=C1NC(=O)N(Cc2ccco2)C(=O)/C1=C/c1cccn1CCOc1ccccc1Cl,-1,8.7*,0.3,11,-23,9,1374,3,4,·,-2
CCCCn1c(O)c(/C=N/N2CCCCC2c2cccnc2)c(=O)[nH]c1=S (stereo unspecified),-1,-0.8,0.5,4,4,4,1362,-5,-12,·,7
O=c1cccc2n1CC1CC2CN(S(=O)(=O)c2ccccc2)C1 (stereo unspecified),4,1.3,2.6,-3,·,0,1442,1,0,·,-8
C=C1N2CCC(CC2)C1(O)c1ccccc1C (stereo unspecified),-8,-0.1,0.5,3,-30,10,1326,-8,3,·,-3
CCN1CCC(O)(c2ccccc2)C(C(=O)c2ccccc2)C1 (stereo unspecified),4,·,0.5,80*,·,·,1440,·,-2,·,1
CC/C(=N\N1CCCCCC1)c1c(O)n(-c2ccccc2C)c(=O)[nH]c1=O,-4,1.0,0.3,20,3,4,1393,2,-2,·,-12
C[C@H]1CCC[C@H](O)CCCCCc2cc(O)cc(O)c2C(=O)O1,-2,2.3,1.7,6,23,7,1624,1,3,-0.87,-2
CC(C)=CCSc1nnc([C@@H](N)Cc2c[nH]c3ccccc23)o1,-1,0.3,0.3,-2,8,6,1600,-2,3,·,-6
CC(C)OP(=O)(OC(C)C)C(O)c1ccc(Br)cc1 (stereo unspecified),0,-0.1,-0.2,-9,4,12,1497,-4,0,0.011,0
O=c1[nH]c(O)c(N=Nc2ccc(S(=O)(=O)N3CCOCC3)cc2)c(=O)[nH]1,1,4.9,-1.3,11,6,-11,1678,2,1,0.1,2
CCOP(=S)(OCC)N1CCOCCOCCN(P(=S)(OCC)OCC)CCOCCOCC1,-1,2.4,-0.3,32,-1,-10,1711,-11,-2,-2*,-14
Cc1ccc(N2C(=O)NC(=O)/C(=C/c3ccc(-c4ccc(C(=O)O)c(Cl)c4)o3)C2=O)cc1,5,11*,-0.7,-2,-17,18,1756,1,7,0.45,-2
CC(=O)c1cccc(OCC(O)CN2CC=C(c3ccccc3)CC2)c1 (stereo unspecified),2,-0.4,-0.2,94*,0,-11,1503,2,7,-1.7,0
CCCCCCC(=O)c1c(O)n(-c2ccccc2OC)c(=O)[nH]c1=O,3,-1.1,-0.8,-6,-17,7,1669,-4,-2,0.38,1
N#CC1(c2ccccc2)CCN(C2CC(=O)N(c3ccc(F)cc3)C2=O)CC1 (stereo unspecified),-3,2.2,-0.5,-3,-19,-5,1670,-3,0,-0.7,-1
CCCCn1c(O)c(C(CC)=Nc2ccc(C(=O)O)cc2)c(=O)[nH]c1=O,-13,-1.9,0.5,-4,11,3,1487,0,-2,0.011,1
CCOC(=O)c1ccc(N=Cc2c(O)n(-c3ccccc3F)c(=S)[nH]c2=O)cc1,0,5.4,·,61*,-1,-71,1494,3,-9,·,3
CC(=O)c1ccc(OC(NC(=O)Cc2ccccc2)C(Cl)(Cl)Cl)cc1 (stereo unspecified),-11,1.2,1.3,-4,·,4,1600,0,2,·,0

# Next part.
SMILES,PPARg SRC-3 ag,RAM inhibit,Redox H2O2 prof,L major viab,S1P3 antagonist,bIAP inhibitor,TR-FRET SRC-2 ct,HMGR II inh,PPARg SRC1 recr,ROMK primary,PPARg SRC-2 ag
CN1CCN(C(=O)COc2ccc(S(=O)(=O)N(C)Cc3ccccc3)cc2)CC1,7,-1.7,-1.2,9,·,-12,1627,-5,5,·,8
COCCOC(=O)c1c(C)oc2ccc(OC(=O)N(C)C)cc12,9,1.7,0.4,1,-18,-11,1561,-1,9,-0.029,3
Cc1ccc2c(c1)CC1(CN2C)C(=O)NC(=O)N(CCc2ccccc2)C1=O (stereo unspecified),-4,1.6,-0.3,-4,·,5,1466,1,-4,0.78,5
O=C1NC(=O)N(CCc2ccc(F)cc2)C(=O)/C1=C/c1cccs1,4,4.8,-0.3,2,3,18,1475,0,2,-0.35,9
CC(=O)N1CN2CN(C(C)=O)CC(C(=O)c3ccccc3)(C2)C1,-11,0.8,0.2,-1,-8,-8,1353,-4,-2,1.8,-5

# Source: PubChem
